Screens (PubChem)
GSIS activator: GLuc luminescence reporter in INS-1E cells, primary screen for activators of glucose-dependent secretion of insulin; actives 0.61% (n = 370,000); INS-1E GLuc reporter insulin secretion, 2-3 h; activation, % at 16.6 µM;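 active = lowest replicate activation of at least 40%, so every replicate reaches that level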;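 also: 0% = median of neutral control wells and 100% = median of IBMX positive control wells; some compounds called inactive have numbers as strong as hits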
RAD54 branch: inhibitors of human RAD54 branch migration, primary screen, biochemical, fluorescence, single point; DNA repair and recombination protein RAD54-like (Homo sapiens), Q92698; RAD54 Holliday junction branch migration, FAM/BHQ fluorescence; inhibition, % at 10.4 µM; actives 0.14% (n = 360,000);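 active = mean normalized replicate activity at least 40 and at least half of replicates scoring 40 or more; inconclusive = only one of the two criteria met; inactive = mean below 40 and under half of replicates reaching 40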;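 also: 0% = median of neutral control wells and 100% = median of positive control wells; inhibitors cause a drop in the FAM fluorescence signal; in these data hits start at about 50%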
XiGFP reactiv: activators of inactive X chromosome reactivation, primary screen, imaging, XiGFP fibroblasts, GFP high-content imaging, set 2; XiGFP mouse fibroblasts, % GFP-positive cells imaging, 3 d; cells co-treated with 5-aza-dC sensitizer; scaled so ellipticine positive control = 100%; actives 0.055% (n = 360,000); activation, % at 7.58 µM;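 active = mean normalized replicate activation at least 10% and every replicate at or above 10%; inconclusive = only one of the two criteria met; inactive = mean below 10% and not all replicates reach 10%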;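 also: 0% = median of on-plate neutral control wells and 100% = ellipticine 6 µM median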
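System: 68-5-11 XiGFP fibroblast line; Timing: 3 days compound exposure; Compound dosing: one concentration, pinned; Benchmarks: positive control ellipticine, 6 µM final; Buffer or medium: DMEM containing 5-aza-dC.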
esBAF inh: Bmi1 luciferase reporter increase in mESCs, primary screen, esBAF inhibitor project, mouse ES cells, Bmi1 luciferase knock-in, single point. AID 602393, 2012. 24 h; 100% = twice the neutral-well signal. reporter increase, % at 12.5 µM. actives 2% (n = 350,000); in the data active = activation above about 40%; inconclusive = no clear call, values can overlap the other calls;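 also: 0% = median of the plate's neutral control wells and 100% = double that signal; a rise in the Bmi1 reporter signal indicates esBAF inhibition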
RAD52 anneal inh: RAD52 DNA annealing inhibitors, primary screen, biochemical, FRET, single point, set 2; DNA repair protein RAD52 homolog (Homo sapiens), P43351; recombinant RAD52 DNA annealing, FRET fluorescence; inhibition, % at 18.7 µM; actives 0.46% (n = 360,000); AID 651710, 2012;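 active = every replicate showing at least 50% inhibition; inconclusive = mean inhibition at least 50% but not in every replicate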
Target sequence (P43351 whole entry, looked up): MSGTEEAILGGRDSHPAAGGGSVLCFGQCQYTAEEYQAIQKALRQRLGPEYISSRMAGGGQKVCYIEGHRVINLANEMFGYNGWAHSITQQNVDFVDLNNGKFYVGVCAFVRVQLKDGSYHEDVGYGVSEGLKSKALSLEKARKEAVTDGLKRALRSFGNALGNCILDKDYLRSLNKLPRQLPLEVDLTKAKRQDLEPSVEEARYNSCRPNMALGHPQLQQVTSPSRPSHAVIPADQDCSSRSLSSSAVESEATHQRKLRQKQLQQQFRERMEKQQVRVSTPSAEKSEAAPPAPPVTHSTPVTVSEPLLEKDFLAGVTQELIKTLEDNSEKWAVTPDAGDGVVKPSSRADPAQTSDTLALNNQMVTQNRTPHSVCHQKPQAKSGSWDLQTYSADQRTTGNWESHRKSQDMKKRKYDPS
ERAP1 inh: human ERAP1 aminopeptidase inhibitors, primary screen, biochemical, single point, plate reader; Endoplasmic reticulum aminopeptidase 1 (Homo sapiens), Q9NZ08; recombinant ERAP1, Leu-AMC fluorescence, 60 min; inhibition, % at 10.7 µM; actives 0.15% (n = 340,000); AID 652197, 2013;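 active = mean replicate inhibition of at least 30%, or all replicates individually reaching that 30% level; inactive = mean below 30% and not every replicate reaching it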;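 also: 0% = neutral control wells and 100% = L-leucinethiol positive control wells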
F508del corr: F508del CFTR correction, initial screen, CFBE line, single point. actives 0.36% (n = 350,000). activity (quench increase), % at 7.58 µM. CFBE cells, YFP halide quenching; stimulated with forskolin plus potentiator P3; % fluorescence drop versus neutral controls;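 active = mean added fluorescence quench of at least 8% versus neutral control, with both replicates also reaching 8%; inconclusive = only one of the mean or replicate conditions met; inactive = mean below 8% and not both replicates reaching 8%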;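 also: cells transiently co-express mutant CFTR-F508del with the halide-sensitive YFP; corrector assay measuring rescue of mutant channel to the surface after 24 h compound exposure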
ARNT TACC3 PPI: disruptors of ARNT/TACC3 protein interaction, primary screen, biochemical, AlphaScreen, single concentration | Transforming acidic coiled-coil-containing protein 3 (Homo sapiens), Q9Y6A5 | AlphaScreen His-ARNT PAS-B/GST-TACC3 binding, luminescence; TACC3 fragment carries E629A point mutation | inhibition, % at 9.99 µM | actives 0.66% (n = 390,000);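 active = mean inhibition of replicates at least 50% and at least half of replicates each reaching 50%; inconclusive = half or more replicates reach 50% but mean below 50%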;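 also: 0% = complete ARNT plus TACC3 wells and 100% = ARNT alone without TACC3; many hits fall short of the cut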
Numbers without * were called inactive; ? = inconclusive; nt = no result given.

Molecule	GSIS activator	RAD54 branch	XiGFP reactiv	esBAF inh	RAD52 anneal inh	ERAP1 inh	F508del corr	ARNT TACC3 PPI
Cc1ccc(S(=O)(=O)Nc2ccc3c(c2)C(=O)N([C@@H](C)CO)C[C@@H](C)[C@@H](CN(C)S(=O)(=O)c2ccc(F)cc2)OCCCC[C@H](C)O3)cc1	11	1	-0.6	-2	0	0	1.8	13
O=C(c1cccc(S(=O)(=O)N2CCOCC2)c1)N1CCN(c2ccc(F)cc2)CC1	5	4	nt	8	nt	nt	nt	-5
COC(=O)CSc1nc(NC(C)(C)C)nc(N(C)C)n1	75	nt	-0.1	nt	6	0	1.0	0
COc1ccc(OCC(=O)N2CCC(Cc3ccccc3)CC2)cc1	-8	0	0.1	-7	-2	-1	-0.2	-4
O=C(C[C@H]1C=C[C@H](NC(=O)c2ccncc2)[C@@H](CO)O1)Nc1ccc(-c2ccccc2)cc1	21	1	-0.6	6	-9	-2	-0.4	10
CCCCn1c2c(c(=O)n(C)c1=O)C(CC(=O)OCC(=O)Nc1cccc(C(F)(F)F)c1)C(=O)N2 (stereo not given)	-6	-1	nt	-3	nt	nt	nt	-1
COc1c(Br)cc(Br)cc1/C=N/NC(=O)c1cccnc1	-4	2	0.1	-15	7	-1	1.0	3
O=C(C[C@@H]1C=C[C@@H](NC(=O)Cc2cccnc2)[C@@H](CO)O1)Nc1ccc(-c2ccccc2)cc1	-2	nt	0.0	nt	13	2	-1.3	nt
COc1ccccc1C(=O)NC(=S)Nc1ccc(N2CCCC2)cc1	5	nt	0.3	nt	6	3	nt	6
Cc1cc(C(F)(F)F)cc(NNC(=O)NC(=O)c2c(F)cccc2Cl)n1	nt	nt	0.1	nt	-3	-2	0.3	-3
CCCNC(=O)N1CC2(C1)[C@H](c1ccccc1)[C@H](CO)N2C(=O)CC1CC1	15	nt	0.1	nt	-3	2	-0.2	nt
CCCNC(=O)[C@H]1[C@H](CO)[C@H]2Cn3c(ccc(-c4ccccc4)c3=O)[C@@H]1N2Cc1ccccc1F	-11	-6	0.0	1	3	-1	-1.5	1
CCNC(=O)C1(C)CCCN(C(=O)CCc2cccs2)C1 (stereo not given)	19	5	-0.1	0	-5	-10	7.0	nt
CCCC(c1nnnn1Cc1ccc2c(c1)OCO2)N1CCC(C(N)=O)CC1 (stereo not given)	0	nt	0.1	nt	-9	-8	1.8	2
CCCCn1c(N)c(N(CC)C(=O)c2ccco2)c(=O)[nH]c1=O	-9	15	-0.1	-10	-1	84*	3.7	3
Cc1ccc(OCC(=O)NCCC2=CCCCC2)cc1	1	-10	0.1	6	nt	nt	nt	0
COc1cccc(N(CC(=O)NC(C)(C)C)C(=O)C2CSC(=O)C2)c1 (stereo not given)	3	1	nt	4	3	2	-2.7	-28
Cc1cccc(Nc2ncnc3c2cnn3C)c1	-5	-4	0.0	-2	-2	-2	1.3	1
CC(C)N1CC2=C(C1=O)C(c1ccc(O)cc1)NC(=O)N2C (stereo not given)	-11	nt	0.0	nt	-3	-1	-2.8	-2
Cc1ccc(S(=O)(=O)c2c(C)cc(C)nc2N2CCCC2)cc1	-4	nt	-0.2	nt	-8	4	-0.5	-5
CCCC(=O)N1CCC2(CC1)CN(C(=O)COC)[C@H](CO)c1c2c2ccc(OC)cc2n1C	-4	nt	0.5	nt	-6	-2	1.2	nt
Nc1nonc1-c1nc2ccccc2n1CC(=O)N/N=C/c1ccc(-c2cccc(C(=O)O)c2)o1	-15	nt	-0.1	nt	-56	20	4.0	12
Cc1cc(-c2nnc(CCC(=O)N(CC3CC3)CC3CCCO3)o2)no1 (stereo not given)	3	nt	0.1	nt	-13	-1	-2.9	-1
COc1ccc2cc(-c3ccon3)ccc2c1	12	0	0.2	?	2	-2	-1.5	-6
CC(=O)N1C[C@H]2CON(C)[C@H]2C[C@H]1c1cccc(-c2ccc(C#N)cc2)c1	4	-13	-0.1	2	-4	2	0.3	nt
CN(c1c[nH]c(=O)[nH]c1=O)C1CCCCC1	10	nt	0.1	nt	-3	0	0.3	nt
CC(C)(C)c1ccc(S(=O)(=O)NCc2ccccn2)cc1	13	-16	0.0	28	-6	-5	0.3	-2
COc1ccc(C)cc1NC(=O)C(Sc1nnc(-c2cccs2)o1)c1ccccc1 (stereo not given)	21	-9	0.0	-6	nt	nt	nt	1
Nc1ccc2nc(CCCO)[nH]c2c1	-20	36	nt	-4	93*	nt	0.7	10
CCOC(=O)C(C)n1cnc2c(nnn2-c2cccc(Cl)c2)c1=O (stereo not given)	nt	2	-0.1	-1	-12	-1	-4.1	1
CNC[C@@H]1Oc2c(NS(=O)(=O)c3cn(C)cn3)cccc2C(=O)N([C@H](C)CO)C[C@@H]1C	0	15	-0.3	-3	-7	nt	-1.5	5
O=C(O)C[C@H]1C[C@H]2c3cc(NC(=O)C4CCOCC4)ccc3O[C@H]2[C@@H](CO)O1	0	nt	0.1	nt	-1	-1	-0.5	nt
O=C(CNS(=O)(=O)c1cccc(Br)c1)NCC1CCCCC1	-15	-1	0.2	0	-8	-2	1.6	23
C=CCNC(=S)N1CCN(CCN=Cc2c(C)[nH]n(-c3ccc([N+](=O)[O-])cc3)c2=O)CC1	6	6	0.0	3	4	-3	0.2	1
COc1cccc(CNC(=O)C2CCN(S(=O)(=O)c3ccc(C)cc3)CC2)c1	-5	9	0.2	-3	-13	-3	-5.3	nt
COc1ccc(/C=N/NC(=O)c2cccnc2)cc1CN1CCc2cc(OC)c(OC)cc2C1C (stereo not given)	-2	nt	0.0	nt	1	0	1.7	5
CCC(=O)N1C[C@H](O)COC[C@H]2O[C@@H](CC(=O)N3CCCCC3)CC[C@@H]21	4	6	0.3	7	6	1	-1.4	-3
O=C(Oc1cccc2cccnc12)c1cccc(N2C(=O)C3C4CCC(C4)C3C2=O)c1 (stereo not given)	-3	nt	0.5	nt	-19	-1	-6.5	nt
CC1(C)COC2(OC1)C(=O)Nc1ccccc12	7	-8	0.3	nt	-14	-1	1.3	3
CC(C)NC(=O)Nc1ccc2c(c1)C(=O)N([C@H](C)CO)C[C@@H](C)[C@H](CN(C)Cc1ccc3c(c1)OCO3)OCCCC[C@@H](C)O2	13	7	-0.1	-7	nt	nt	1.6	4
COc1ccc(CNC(=O)C(C)Sc2ccc(S(=O)(=O)N3CCOCC3)cn2)cc1 (stereo not given)	8	3	0.0	9	-18	1	-1.7	0
O=C(CSc1ncn[nH]1)N/N=C/c1ccc(C(F)(F)F)cc1	-15	-11	0.0	-7	11	1	0.2	3
Cc1ccc2[nH]c(C(=O)N3CCC(C(N)=O)CC3)cc2c1	26	-13	0.0	14	-17	3	-0.3	21
O=C(COc1ccccc1)NC1CCSc2ccccc21 (stereo not given)	15	nt	-0.1	13	-3	0	0.7	0
COc1ccc(-n2ncc3c(SCC(=O)NNC(C)=O)ncnc32)cc1	nt	nt	0.3	21	-13	-1	-1.5	-11
Cc1cc(=O)[nH]c(NCCO)n1	1	nt	0.0	nt	-8	-7	2.3	-8
O=C(N/N=C/c1sc(=O)n(Cc2ccc(Br)cc2)c1Cl)c1ccco1	-1	nt	0.5	nt	-27	-2	-0.1	-8
N#Cc1c(SC(C(=O)O)c2ccccc2)nc2c(c1-c1cccs1)CCCC2 (stereo not given)	7	2	-0.2	nt	-22	-31	-2.4	-16
C[C@@H]1CCCCO[C@@H](CN(C)CC2CCCCC2)[C@@H](C)CN([C@@H](C)CO)C(=O)c2cc(NS(C)(=O)=O)ccc2O1	-1	-2	-0.2	-6	-11	-2	-3.1	4
CCOc1ccc(NC(=O)/C(C#N)=C/c2ccc(N3CCCC3)c(C)c2)cc1	115*	-82	2.2	nt	nt	nt	nt	-5

Next compounds.
Molecule	GSIS activator	RAD54 branch	XiGFP reactiv	esBAF inh	RAD52 anneal inh	ERAP1 inh	F508del corr	ARNT TACC3 PPI
Cc1ccc(C)c(NS(=O)(=O)c2c(C)ccc3nsnc23)c1	-12	9	nt	-8	nt	nt	nt	-1
C[C@H]1CN([C@@H](C)CO)C(=O)c2cc(NC(=O)Nc3ccc(C(F)(F)F)cc3)ccc2O[C@@H]1CN(C)S(=O)(=O)c1ccccc1	-18	nt	-0.2	-4	-6	3	1.3	nt
c1ccc2c(N3CCCCC3)nc(N3CCCC3)nc2c1	52*	5	nt	-14	nt	nt	nt	-5
Cc1cc2c(=O)[nH]c(N)nc2[nH]1	2	-8	0.0	nt	-13	-5	-1.3	nt
Cc1ccc(Cn2c(NCCc3ccccc3)nc3c2c(=O)n(C)c(=O)n3C)cc1	-24	-9	nt	26	nt	nt	nt	-7
O=C(CC(=O)c1cc(Cl)ccc1O)c1ccccc1	-7	10	nt	49*	-11	5	-0.4	2
CCN1CC(CN(C)Cc2cn(-c3ccc(C)cc3)nc2-c2cccc(C)c2)CC1=O (stereo not given)	-15	nt	-0.1	nt	-12	8	nt	nt
CC(C)C1CC(CCNCc2ccc(N(C)C)cc2)(c2ccccc2)CCO1 (stereo not given)	-5	-7	0.0	2	7	-2	3.9	24
C[C@@H]1CCCCO[C@@H](CN(C)Cc2ccc(C(=O)O)cc2)[C@@H](C)CN([C@H](C)CO)C(=O)c2cc(NC(=O)CCCN(C)C)ccc2O1	10	0	0.0	-1	-9	-4	1.5	-28
CCC(=O)N(CC(=O)Nc1sc(C)c(C)c1C(N)=O)C1CCCCC1	2	8	nt	-9	-13	-2	-1.0	-12
COC(=O)C1CN(C(=O)COc2ccc(C)cc2)c2ccccc2O1 (stereo not given)	4	-2	0.0	3	-10	1	0.0	-6
O=C(Nc1nnc([C@H]2C[C@H](O)[C@@H](CO)O2)s1)Nc1ccc(F)cc1F	-1	-8	-0.2	20	-5	0	-1.8	nt
COc1ccccc1C(=O)Nc1nnc(-c2ccco2)s1	7	-3	nt	-6	-33	-4	0.5	-23
COc1ccc(C(=O)c2ccc(OC)c(Br)c2)cc1Br	1	0	0.3	nt	-22	-1	nt	-1
Cc1ccnc(NC(=O)c2cccc(S(=O)(=O)N3CCCC3)c2)c1	4	-1	0.2	10	-1	-1	1.1	-4
CCC(=O)N1[C@@H]2c3cccc(=O)n3C[C@@H]2[C@@H](CO)[C@@H]1C(=O)NCC1CC1	-9	-11	0.0	-3	-3	4	-1.7	4
COC(=O)c1cccc(NC(=O)c2cccc(N3C(=O)CCC3=O)c2)c1	-4	-5	0.2	-6	2	7	-0.2	-9
O=C(c1ccc2c3c(cccc13)CC2)N1CCN(c2ncccn2)CC1	-5	2	nt	-5	-5	2	0.2	6
COc1cc(CNC(=O)c2ccc3c(c2)S(=O)(=O)c2ccccc2C3=O)cc(OC)c1	-2	10	0.1	-13	nt	nt	0.3	-2
COc1ccc(CN(C)C[C@@H]2Oc3ccc(NC(=O)Cn4cnnn4)cc3CC(=O)N([C@@H](C)CO)C[C@H]2C)cc1	2	4	6.5	-4	-9	2	0.8	6
